# From PubChem
# Kir21 inh: inhibitors of mouse Kir2.1 inward-rectifier potassium channel | Inward rectifier potassium channel 2 (Mus musculus), P35561 | 0.85% of 310,000 active | HEK293-Kir2.1, FluxOR thallium flux fluorescence; active compounds read low | B-score at 10 µM | AID 1672, 2009;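 active means fluorescence ratio B-score at or below minus 3 SD of library scores, with starting-brightness B-score within 2 SD, cut at about -4.2 in these data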;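 further: channel flux triggered by added potassium and thallium sulfate stimulus; B-score of peak minus minimum fluorescence over baseline after thallium stimulus; more negative B-score means stronger Kir2.1 block with less thallium influx; some compounds called inactive have numbers as strong as hits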
# KCNQ2 inh: KCNQ2 potassium channel inhibitors, primary screen, cell-based, CHO-K1, FluxOR thallium flux, B-score (AID 2156); 20 min; active compounds read low; B-score at 10 µM; 1.1% of 310,000 active; Potassium voltage-gated channel subfamily KQT member 2 (Rattus norvegicus), O88943;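 active means fluorescence ratio B-score at most minus 3 library SDs, with starting brightness B-score within 2 library SDs, cut at about -5.5 in these data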
# Target sequence (O88943 whole entry, looked up): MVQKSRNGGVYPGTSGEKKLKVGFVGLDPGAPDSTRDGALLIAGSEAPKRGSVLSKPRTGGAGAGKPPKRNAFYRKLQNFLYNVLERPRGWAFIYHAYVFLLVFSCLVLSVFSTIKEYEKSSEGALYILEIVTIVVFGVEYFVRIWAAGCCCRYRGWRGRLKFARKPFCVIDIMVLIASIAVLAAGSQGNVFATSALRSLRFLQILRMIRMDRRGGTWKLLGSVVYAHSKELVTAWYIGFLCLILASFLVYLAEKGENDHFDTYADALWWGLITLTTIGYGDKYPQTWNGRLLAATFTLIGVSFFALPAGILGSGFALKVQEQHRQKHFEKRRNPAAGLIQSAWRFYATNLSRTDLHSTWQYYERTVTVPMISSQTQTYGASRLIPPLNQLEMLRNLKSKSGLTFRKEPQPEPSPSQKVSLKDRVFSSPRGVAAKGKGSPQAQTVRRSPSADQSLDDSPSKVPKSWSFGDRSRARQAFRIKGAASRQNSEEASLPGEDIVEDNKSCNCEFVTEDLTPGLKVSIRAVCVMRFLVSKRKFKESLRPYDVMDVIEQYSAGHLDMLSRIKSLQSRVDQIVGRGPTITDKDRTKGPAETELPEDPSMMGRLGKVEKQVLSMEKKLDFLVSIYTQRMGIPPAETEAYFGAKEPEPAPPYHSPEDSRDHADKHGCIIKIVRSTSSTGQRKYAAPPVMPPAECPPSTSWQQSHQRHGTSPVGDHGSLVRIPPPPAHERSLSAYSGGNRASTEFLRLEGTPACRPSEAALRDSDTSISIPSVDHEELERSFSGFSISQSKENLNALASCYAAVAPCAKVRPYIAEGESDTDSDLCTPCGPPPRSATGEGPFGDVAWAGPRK
# * = called active by the depositor; i = inactive. Rows are unselected; any-hit rate near 1.9%.
smiles	Kir21 inh	KCNQ2 inh
Cc1n[nH]c(C)c1CCCCOc1ccccc1	-2.5	i
CN(C)S(=O)(=O)c1ccc(N2CCCC2)c(C(=O)Nc2cccc(F)c2)c1	2	i
O=C(NCc1ccon1)C1CCC(=O)N(CCc2cccc(F)c2)C1 (stereo not drawn)	1.1	i
C1CCC(Nc2nnnn2C2CCCCC2)CC1	-1.1	i
COc1ccc(C(=O)Nc2cc3c(cc2N2CCOCC2)n(C)c(=O)n3C)cc1OC	1.4	i
CC(C)(C)Cc1nnc(NS(=O)(=O)Cc2ccccc2)s1	0.02	i
O=C(c1ccccc1-c1nc(-c2ccc(Cl)cc2)no1)N1CCCC1	0.01	i
COCCNC(=S)N(CCc1c(C)[nH]c2ccc(Cl)cc12)Cc1cccnc1	0.02	i
COC1CCN(C(=O)CC2C(=O)NCCN2CC2CCCCC2)CC1 (stereo not drawn)	-1.9	i
COc1cc(/C=C2/SC(=S)N(CC(=O)O)C2=O)ccc1OCC(=O)Nc1ccc(C)c(C)c1	1.2	i
O=S(=O)(NCC(c1ccco1)N1CCOCC1)c1ccc(Cl)cc1 (stereo not drawn)	-0.1	i
O=C(O)C1CSC(c2ccccc2Cl)N1C(=O)c1ccc(Cl)cc1 (stereo not drawn)	-0.5	i
Cc1ccc(Nc2ccc(-n3ccnc3)nn2)cc1C	1.9	i
Cn1c(NCc2ccccc2)cc(=O)n(C)c1=O	-1.1	i
CCN(CC(=O)NCc1cccs1)S(=O)(=O)c1ccc([N+](=O)[O-])cc1	0.97	i
O=C(COC(=O)CN1C(=O)c2ccccc2C1=O)NC1CCCC1	-1.3	i
O=C(C1CCN(c2ncnc3c2nc2n3CCCCC2)CC1)N1CCN(c2ccc(F)cc2)CC1	-1.4	i
CCn1c(SCC(=O)Nc2ccccc2OC)nc2ccccc2c1=O	-0.61	i
Cc1cc(C)n2[nH]c(=O)c(N=Nc3cccc(C(F)(F)F)c3)c2n1	0.59	i
O=c1c2cc(N3CCOCC3)ccc2[nH]c(=S)n1CCCN1CCCCCC1	0.9	i
CC(C)(C)c1ccc(C(=O)N2CCN(Cc3ccccc3)CC2)cc1	-0.87	i
NNC(=O)COc1ccc(F)cc1	1.8	i
CC1CCN(C(=S)NC2CC3CCC2C3)CC1 (stereo not drawn)	-1.1	i
O=C(OCC(=O)N1CCOCC1)C(c1ccccc1)c1ccccc1	0.05	i
Cc1cc2c(cc1C)NC(=O)CC(C(F)(F)C(F)(F)C(F)(F)F)=N2	-1.8	i
Cc1cc(C2=CC(C)(c3cc(C)oc3C)Nc3nc(C(F)(F)F)nn32)c(C)o1 (stereo not drawn)	-1.7	i
O=c1cc(CSc2ccccn2)[nH]c(=O)[nH]1	-0.35	i
Cc1nc(-c2ccc(S(=O)(=O)N3CCN(Cc4ccccc4)CC3)s2)cs1	0.35	i
CCOc1ccc(NC(=O)CCN2CCN(S(=O)(=O)c3ccc(OC)cc3)CC2)cc1	-1.9	i
COC(=O)c1ccc(N2CCCCC2)c(NC(=O)c2ccco2)c1	-0.35	i
O=C(CCSCCc1ccccn1)Nc1ccc(Br)cc1F	1.3	i
Cc1cc(C(=O)O)c(CCCN)s1	1.2	i
COC(=O)c1ccc(NC(=O)C23CC4CC(C2)CC(n2cncn2)(C4)C3)cc1	1.6	i
COCCn1c(-c2ccccc2)nc2ccccc21	1.6	i
CN(Cc1cccs1)C(=O)CCc1ccc(S(=O)(=O)N2CCOCC2)cc1	-0.19	i
Cc1ncc(CC(=O)n2cc(C(=O)c3cc(F)ccc3O)cn2)s1	0.96	i
O=C(NCC1CCCO1)C1CCN(C2CCN(C3CCCCCC3)CC2)CC1 (stereo not drawn)	-0.56	i
Cc1ccnc(SCC(=O)Nc2sccc2C#N)n1	-1.9	i
CCOC(=O)C1=C(O)C(=O)N(Cc2ccccc2)CC1	0.1	i
Cc1ccc2c(c1)C(=O)CCCCC(=O)N2	0.65	i
CCOC(=O)C1CCN(C(=O)CCc2ccc(S(=O)(=O)NC(C)C)cc2)CC1	-0.03	i
CCOC(=O)C1=C(CN2CCN(C(=O)c3ccco3)CC2)NC(=O)NC1c1ccccc1 (stereo not drawn)	-2.6	i
CC1=C2C(=O)OC(c3ccoc3)C2(C)CCC1 (stereo not drawn)	0.09	i
Cc1ccc(OCCNC(=O)/C=C/c2ccc([N+](=O)[O-])cc2)cc1C	0.5	i
COc1ccccc1/C=N/NC(=O)c1sc(C)nc1C	0	i
CCOc1nc(N2CCOCC2)nc(C)c1[N+](=O)[O-]	0.02	i
COc1ccc(NC(=O)CCn2c(=S)[nH]c3ccccc3c2=O)cc1OC	-0.27	i
Cc1ccccc1NC1=NC(=S)N(CC(N)=O)C12CCOC(C)(C)C2 (stereo not drawn)	0.04	i
CCOC(=O)c1ccc(NCc2cccnc2)cc1	0.77	i
CN(C)C(CNc1ncnc2sccc12)c1ccccc1 (stereo not drawn)	1.5	i

# Entries of single compounds as entered above:
# Shown for COC(=O)c1ccc(N2CCCCC2)c(NC(=O)c2ccco2)c1 : Kir21 inh: -0.35; KCNQ2 inh: i
# Shown for Cc1ccc(OCCNC(=O)/C=C/c2ccc([N+](=O)[O-])cc2)cc1C : Kir21 inh: 0.5; KCNQ2 inh: i

# (list continues)
smiles	Kir21 inh	KCNQ2 inh
Cc1ccc(C)c(-n2cc(CN3CCN(C(=O)c4ncn[nH]4)CC3)c(-c3ccccc3)n2)c1	-1.5	i
CCOC(=O)c1cccc(NC(=O)CS(=O)(=O)Cc2nc(-c3cccc(OC)c3)oc2C)c1	0.27	i
Cc1ccc(S(=O)(=O)N2CCCC2)cc1S(=O)(=O)N1CCCC1	-1.6	i
CC1=C(C(=O)Nc2cc(C)ccc2C)C(c2cccs2)NC(=S)N1 (stereo not drawn)	-2.2	i
O=C(CCn1nc(-c2ccccc2)ccc1=O)NCCCN1CCCCCC1	-2.3	i
COc1ccc(N2C(=O)C(O)C2c2ccc(C)cc2)cc1 (stereo not drawn)	-0.18	i
O=C(C1CCN(S(=O)(=O)c2ccc(Br)s2)CC1)N1CCN(C2CCCCC2)CC1	-1.4	i
CCOc1ccc(-n2cnc3c(=O)[nH]c(N)nc32)cc1	2.6	i
C=CCN1CC(c2nc3ccccc3n2Cc2cccc3ccccc23)CC1=O (stereo not drawn)	-0.6	i
COc1ccc(CNC(=O)C2CCC(CNC(=O)[C@@H]3Cc4ccccc4CN3)CC2)cc1 (stereo partly drawn)	0.55	i
Cc1cccc(C)c1NC(=O)COC(=O)c1cc[n+]([O-])cc1	0.13	i
CC(C)(C)c1ccc(S(=O)(=O)N2CCN(C(=O)C3CCC3)CC2)cc1	0.71	i
CCCNC(=O)c1ccc2c(=O)c(O)c(-c3ccsc3)[nH]c2c1	0.67	i
CC(=O)Nc1ccc(Oc2cc(N)cc([N+](=O)[O-])c2)cc1	0.07	i
O=C(NC(=S)Nc1ccc(S(=O)(=O)N2CCCCC2)cc1)c1ccccc1	0.49	i
O=C(c1cccc(C(=O)N2CCN(c3ccccc3)CC2)c1)N1CCN(c2ccccc2)CC1	-0.54	i
CCN(CC)S(=O)(=O)c1ccc(N2CCN(S(=O)(=O)c3ccc4c(c3)OCCO4)CC2)nc1	1	i
CCN1CCN(c2ccc(NC(=O)Cc3ccccc3)cc2)CC1	1.3	i
FC(F)(F)c1ccc(Cl)c(-n2c(-c3ccco3)n[nH]c2=S)c1	0.86	i
Cc1c(CC(=O)N2CCN(C(=O)C3COc4ccccc4O3)CC2)c(=O)oc2c(C)c(O)ccc12 (stereo not drawn)	1.1	i
Cn1c(=O)cc(SCC(=O)Nc2ccccn2)c2ccccc21	-0.16	i
O=S(=O)(NCc1cccnc1)c1ccc2ccccc2c1	-0.38	i
C/C(=N\N=C1\NC(=O)CC(C(=O)O)S1)c1ccc(F)cc1 (stereo not drawn)	-0.15	i
Cc1ccc(NC(=O)C(=O)NCCCN2CC(C(=O)O)CC2=O)cc1 (stereo not drawn)	-0.1	i
CCc1ccc(-c2cc(C)no2)cc1S(=O)(=O)N1CCN(c2ccc(C(C)=O)cc2)CC1	-0.18	i
CN(Cc1ccccc1F)C(=O)COc1ccc(C(=O)c2ccccc2)cc1	-2	i
O=S(=O)(c1ccc(Cl)cc1)N1CCN(CCc2ccncc2)CC1	1.6	i
COc1ccc(CN(C)CC(=O)Nc2cccc(S(N)(=O)=O)c2)c(OC)c1OC	0.78	i
CC(C)NC(=O)C1(c2ccccc2)CC1(Cl)Cl (stereo not drawn)	0.11	i
O=C1CCCCCN1Cc1ccccc1	-0.01	i
COc1ccc(OCCC(=O)OCC(=O)NC(=O)NC2CCCCC2)cc1	-0.15	i
Cc1nn(Cc2ccc(F)cc2)c(C)c1NC(=O)c1noc2c1CCCCC2	-0.72	i
Nc1nonc1C(=O)NCCNCc1cc(Br)ccc1OCc1ccccc1F	-0.51	i
CN(C)S(=O)(=O)c1ccc(C(=O)N2CCN(S(=O)(=O)c3cccs3)CC2)cc1	-0.04	i
COc1ccc(C(=O)CNc2ccc3ccccc3c2)cc1	-0.92	i
Cc1ccc(S(C)(=O)=N/C=C2\C(=O)c3sccc3N(C)S2(=O)=O)cc1 (stereo not drawn)	0.05	i
COc1ccc(Cc2nnc(Nc3ccc(Cl)cc3)[nH]c2=O)cc1	2	i
CC(=C1C(=O)c2ccccc2C1=O)N1CCN(c2ccccn2)CC1	0.61	i
CCCC(=O)c1ccc(N2CCN(C(=O)c3ccccc3)CC2)c(F)c1	0.97	i
C/C(=N\NS(=O)(=O)c1ccc([N+](=O)[O-])cc1)c1cccs1	0.29	i
COc1ccc(/C(O)=C2/C(=O)C(=O)N(CCN(C)C)C2c2ccc(F)cc2)cc1Cl (stereo not drawn)	-0.3	i
N/C(=N\OC(=O)Oc1ccccc1)c1ccc(Br)cc1	-0.48	i
COc1ccc(CCNC(=O)COc2ccc(S(=O)(=O)NC3CCCCC3)cc2Cl)cc1	0	i
CC(C)NCC#CCOc1ccc(Cl)cc1	0.48	i
COc1ccc(C(=O)Nc2ccc3c(c2)Cc2ccccc2-3)cc1	1.2	i
CCCC(=O)Nc1ccc(S(=O)(=O)Nc2nccs2)cc1	-0.01	i
Cc1cc(C)cc(NC(=O)Cc2ccc(-n3cccc3)cc2)c1	1.3	i
O=C(Nc1ccon1)c1cccc(C(F)(F)F)c1	-1	i
C/C(=N\NC(N)=S)c1cc(-c2ccccc2)c(-c2ccccc2)s1	0.05	i
CC(C)OC(=O)c1cc2ccccc2[nH]1	0.27	i

# Look-ups from the results shown.
# Cc1cc(C)cc(NC(=O)Cc2ccc(-n3cccc3)cc2)c1 @ Kir21 inh = 1.3
# COc1ccc(/C(O)=C2/C(=O)C(=O)N(CCN(C)C)C2c2ccc(F)cc2)cc1Cl (stereo not drawn) @ Kir21 inh = -0.3
# CN(C)S(=O)(=O)c1ccc(C(=O)N2CCN(S(=O)(=O)c3cccs3)CC2)cc1 @ Kir21 inh = -0.04

# More entries:
smiles	Kir21 inh	KCNQ2 inh
Cc1ccc(NCc2nc3ccccc3n2C)cc1C	0.63	i
CCn1c(=O)cc(OCC(=O)N2CCN(c3ccc(F)cc3)CC2)c2ccccc21	-0.42	i
COC(=O)CCCNS(=O)(=O)c1ccc2ccccc2c1	-0.71	i
CCN1/C(=C/c2ccc3ccccc3[n+]2CCCS(=O)(=O)[O-])C=Cc2cc(C)ccc21	-0.06	i
Cc1c(-c2cc(C(=O)O)no2)cnn1C	-0.52	i
CCCCNC(=O)c1sc2nc(C)cc(COC)c2c1-n1cccc1	-1.4	i
O=C(CSC1=NCCN1)Nc1ccccc1[N+](=O)[O-]	0.84	i
Cn1nnnc1SCc1csc(Nc2ccccc2)n1	-2.5	i
CN(C(=O)COC(=O)c1n[nH]c2ccccc12)c1ccccc1	1.2	i
O=C(CSc1nc2c(c(C(F)(F)F)n1)CCc1ccccc1-2)NCc1ccc(F)cc1	-0.04	i
C=CCOC(=O)C1=C(C)OC(N)=C(C#N)C1c1ccco1 (stereo not drawn)	1.9	i
COc1ccccc1NC(=O)CCNS(=O)(=O)c1ccc2c(c1)CC(C)N2C(=O)C1CC1 (stereo not drawn)	0.07	i
Cc1ccc(S(=O)(=O)NCC(=O)N2CCN(S(=O)(=O)c3ccc(Cl)cc3)CC2)cc1C	0.42	i
Cc1ccc(-c2nc3ncccc3o2)cc1NC(=O)c1ccccc1	0.35	i
CC(C)(C)c1ccc(S(=O)(=O)NCc2ccc(C(=O)N3CCCC3)cc2)cc1	-0.35	i
CC(=O)c1ccccc1NS(=O)(=O)c1c(C)nn(-c2ccccc2)c1C	-0.66	i
CCC1CCC(N2CCN(c3ccc([N+](=O)[O-])cc3)CC2)CC1 (stereo not drawn)	0.74	i
CN(CC1CCCN(CCc2ccc(Cl)cc2)C1)C(=O)C(=O)c1ccco1 (stereo not drawn)	-1.3	i
CSCCC(N=C1NS(=O)(=O)c2ccccc21)C(=O)N1CCCC(C(N)=O)C1 (stereo not drawn)	1.3	i
Cc1ccn(CC(=O)O)c(=O)c1	0.94	i
C=CCn1c(SCC(=O)NNC(=S)Nc2ccccc2)nnc1-c1ccccc1	-0.44	i
Cc1ccc(NS(=O)(=O)c2ccc(OCC(=O)NCc3ccco3)cc2)cc1	0.19	i

# 3 entries already listed, ordered by their value in Kir21 inh, rising:
smiles	Kir21 inh	KCNQ2 inh
Cn1nnnc1SCc1csc(Nc2ccccc2)n1	-2.5	i
Cc1ccc(NS(=O)(=O)c2ccc(OCC(=O)NCc3ccco3)cc2)cc1	0.19	i
Cc1ccc(NCc2nc3ccccc3n2C)cc1C	0.63	i
